Epigenetic reg: Quantitative High-Throughput Screen for Regulators of Epigenetic Control | murine LDR cells, GFP reporter derepression, 30 h | Potency, µM (highest dose often 53.9 µM), inactives show at the top dose GFP activation, hits mostly activators | actives 0.2% (n = 280,000) | AID 1865, 2009; active = well fitted activation curve with a large enough effect; inconclusive = small, poorly fitted or top-dose-only effect; note: % of control where 0% means no effect; nearly all actives have a fitted effect of over 60% in size
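In this reporter-derepression format, murine cells bearing a silenced integrated CMV-GFP locus incubate with test compound (30 h, 37 C), then are washed and imaged; fluorescent objects of 20–120 um count as induced cells.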
* = called active by the depositor; ? = inconclusive. Potency is the fitted concentration of half-maximal effect. This is a subset; count on the stated rates, not on these rows.

| compound | Epigenetic reg |
| --- | --- |
| Cc1ccc(Cl)cc1NC(=O)c1cnn2c(C(F)F)cc(-c3ccccc3)nc12 | 2.3% |
| CN1CC(=O)N(CC(=O)Nc2ccc(OC(F)(F)F)cc2)c2ccccc2C1=O | -1.3% |
| O=C(NCc1ccc2c(c1)CCN2C(=O)c1ccc(F)cc1)c1c(F)cccc1F | -1.3% |
| COc1ccc(N2C(=O)CSC23C(=O)N(CC(=O)NCCc2ccccc2)c2ccccc23)cc1 (centres undefined) | -1.3% |
| O=C(CSc1nc(-c2ccccc2)nc2c1CCCC2)c1ccc(Cl)cc1 | -1.8% |
| CCOc1ccc(CN2CCc3nc(N4CCN(c5ccccc5OC)CC4)ncc3C2)cc1OC | -5.0% |
| Cc1ccccc1NC(=O)CSc1ccc(-c2ccccn2)nn1 | -0.4% |
| O=C(CN1C(=O)COc2ccc(S(=O)(=O)N3CCOCC3)cc21)N1CCN(c2ccc(Cl)cc2)CC1 | -1.9% |
| Cc1cccc(C(=O)Nc2ccc(OCc3cc(=O)n4ccc(C)cc4n3)cc2)c1 | -3.1% |
| Cc1ccc(NC(=O)N2CCN(C)c3ncccc32)cc1C | -2.6% |
| CCN(CC)S(=O)(=O)c1ccc2c(c1)N(CC(=O)NCCCN1CCN(c3cc(C)ccc3C)CC1)C(=O)CO2 | -1.1% |
| CC(C)c1ccc(NC(c2nnc(-c3ccccc3)o2)c2ccc(F)cc2Cl)cc1 (centres undefined) | 0.0% |
| O=C(Nc1ccc2oc(-c3cc(Br)ccc3Cl)nc2c1)c1cc2ccccc2o1 | 0.0% |
| Cn1c(=O)n(Cc2ccccc2Cl)c(=O)c2c1nc1n2CCN1c1ccccc1 | 0.8% |
| CCn1c(C)c(C)c2cc(C(=O)NCc3cccc(C)c3)ccc21 | -0.9% |
| CCC(C)NC(=O)Cn1c(=O)n(-c2cc(OC)cc(OC)c2)c(=O)c2ccccc21 (centres undefined) | 2.2% |
| COCCNC(=O)CCCn1c(SCc2ccccc2C)nc2c(sc3ccccc32)c1=O | 5.3% |
| CCCCCn1c(=O)[nH]c2cc(C(=O)NCc3ccc(C)cc3)ccc2c1=O | -3.5% |
| CCN1CCN(c2cc(C)c3cc(NC(=O)/C=C/c4cccc(OC)c4OC)ccc3n2)CC1 | -0.5% |
| CCN1CCN(c2ncc3c(n2)CC(c2ccccc2O)CC3=O)CC1 (centres undefined) | -1.1% |
| CCC1Oc2ccc(C)cc2N(CC(=O)NCc2ccc(OC)cc2)C1=O (centres undefined) | -1.8% |
| Cc1ccc(NS(=O)(=O)c2ccc3[nH]c4c(c3c2)CCCC4)c(C)c1 | -1.2% |
| Cc1oc(-c2ccc(C(=O)NCCC(C)C)cc2)nc1CS(=O)(=O)c1ccccc1 | 2.6% |
| O=C(Nc1ccc(F)c(Cl)c1)C1CCN(c2ncccn2)CC1 | -2.4% |
| CC(=O)c1cccc(NC(=O)C2CCCN(C(=O)c3cnn(-c4ccccc4)c3-n3cccc3)C2)c1 (centres undefined) | -2.2% |
| COc1ccc(-c2nc(CS(=O)CC(=O)NCc3ccc(F)cc3)c(C)o2)cc1OC (centres undefined) | 0.0% |
| COc1ccc2c(c1)c(=O)c(S(=O)(=O)c1ccc(C)c(C)c1)cn2CC(=O)Nc1ccccc1 | 2.6% |
| CCCCOc1ccc(C2=NC(c3ccncc3)=Nc3ccc(Br)cc3N2)cc1 | 3.2% |
| N#CC1=C2SCN(C3CCCCC3)CN2C(=O)CC1c1c(F)cccc1Cl (centres undefined) | 1.2% |
| Cc1ccc(CNC(=O)c2cnn3c(C)c(Cc4c(F)cccc4Cl)c(C)nc23)cc1 | 3.1% |
| CCN(C(=O)Cn1c(=O)n(CCCS(=O)(=O)C2CCCCC2)c(=O)c2ccccc21)c1cccc(C)c1 | 7.5% |
| O=C1CN(C(=O)COc2ccc(Cl)cc2Cl)C(c2ccc(F)cc2)c2cc(F)ccc2N1 (centres undefined) | 1.1% |
| CCOc1ccc(C(=O)NCC(c2ccc3c(c2)OCO3)N2CCN(c3ccccc3F)CC2)cc1 (centres undefined) | 0.0% |
| Cc1cccc(NC(=O)Nc2ccc(Br)cc2)n1 | 0.9% |
| CC1CCCCN1Cc1nc2c(c(=O)n(C)c(=O)n2C)n1Cc1ccc(Br)cc1 (centres undefined) | -0.7% |
| CC(=O)CSc1nc(-c2ccccc2)[nH]c1S(=O)(=O)c1ccc(C)cc1 | 0.0% |
| Cc1nc(-c2ccc(S(=O)(=O)N3CCN(c4ccc(F)cc4)CC3)cc2)co1 | 0.0% |
| COc1ccc(NC(=O)CCn2nc(-c3ccccc3OC)c3c(C)cc(C)nc32)cc1 | -2.5% |
| Cc1ccc(-c2nc3c4cnn(-c5cc(Cl)ccc5Cl)c4ncn3n2)cc1 | 0.0% |
| COc1cccc(Nc2nc3cc(Cl)c(Cl)cc3nc2-n2nc(C)cc2C)c1 | 7.1% |
| Cc1ccc(N(C(=O)c2cccc(C)c2)S(=O)(=O)c2ccc(Cl)cc2)cc1 | -1.6% |
| O=C(Cn1cccc1C(=O)c1ccccc1)NCc1ccc(F)cc1 | -2.8% |
| O=C(Nc1cccc(F)c1)c1ccc(-c2ccccc2)s1 | -1.3% |
| COC(=O)c1ccc(Cn2c(=O)cc(C(F)(F)F)c3c(C)nn(C)c32)cc1 | 0.8% |
| CC(=O)N1CCc2cc(S(=O)(=O)NC(Cc3ccccc3)C(=O)NCc3ccccc3)ccc21 (centres undefined) | -3.6% |
| CC(=O)c1cccc(NC(=O)c2ccc(Cl)c(S(=O)(=O)N3CCOCC3)c2)c1 | -0.8% |
| CCc1ccccc1N(C)C(=O)c1cn(CC(C)C)c(=O)c2cc(OC)c(OC)cc12 | 2.5% |
| Cc1cccc(C)c1OC(=O)CSc1nnc(-c2cccs2)o1 | 1.7% |
| COc1ccc(N(C(=O)c2ccc(C)cc2)S(=O)(=O)c2ccc(Cl)cc2)cc1 | -1.6% |
| Cc1ccccc1Nc1cc(C(=O)NC2CCCC2)c2ccccc2n1 | 1.5% |

The listing continues.
| compound | Epigenetic reg |
| --- | --- |
| COc1ccc(S(=O)(=O)N(CC(=O)N2CCC(C)CC2)c2ccc(C)cc2)cc1 | -1.9% |
| CCCN(CCC)S(=O)(=O)c1ccc(C(=O)Nc2cccc(-c3nc4ccccc4[nH]3)c2)cc1 | 0.0% |
| O=C(CSc1nc2c(c(=O)[nH]1)CN(Cc1ccc3c(c1)OCO3)CC2)Nc1ccc(F)c(F)c1 | -2.8% |
| CCOC(=O)c1[nH]c(C)c(CCC(=O)N2CCN(c3cc(C)ccc3C)CC2)c1C | -0.2% |
| O=C(Nc1c(C(=O)c2ccccc2)oc2ccccc12)c1cc(=O)c2ccccc2o1 | 1.9% |
| Clc1ccc(CN2CCc3nc(Nc4ccc5c(c4)OCCO5)ncc3C2)cc1 | -4.2% |
| Cc1ccc(Nc2c(-c3ccc(C)s3)nc3ccccn23)cc1 | -2.4% |
| COCCCNC(=O)c1oc2c(c1C)-c1nn(Cc3cccc(Cl)c3)cc1CC2 | 2.5% |
| COCc1cc(C)nc2sc3c(c12)NC(c1ccc(NC(C)=O)cc1)N(c1ccc(C)cc1)C3=O (centres undefined) | -2.6% |
| Cc1nc(Oc2ccccc2C)c2oc3ccccc3c2n1 | -1.3% |
| COc1ccc(OC)c(CNS(=O)(=O)c2ccc3[nH]c4c(c3c2)CCCCC4)c1 | -0.4% |
| Cc1ccc(NC(=O)c2nnn(CC(=O)Nc3ccc(C)c(Cl)c3)c2N)c(C)c1 | -1.3% |
| COc1ccc(NC(=O)C2=C(C)Nc3ncnn3C2c2cccn2C)cc1 (centres undefined) | -1.7% |
| O=C(C1CCC1)N1CCc2cc(S(=O)(=O)NCCc3ccccc3)ccc21 | 1.5% |
| COc1ccc(OC)c(NC(=O)Cn2c(=O)n(-c3cccc(C)c3)c(=O)c3c2c2cc(C)ccc2n3C)c1 | ? |
| COc1ccccc1/C=C/c1nc(C#N)c(NC2CCCCC2)o1 | 0.2% |
| COc1cccc(C(=O)Nc2ccc(-c3cn4cccnc4n3)cc2)c1OC | 2.7% |
| Cc1ccc(C(=O)c2oc3ccccc3c2NC(=O)Cc2coc3ccc(C)cc23)cc1 | 0.0% |
| CCC(C(=O)Nc1ccc(C)c(C)c1)n1c(=O)c(C(F)(F)F)nc2ccccc21 (centres undefined) | -2.0% |
| Cc1ccccc1CNCCCSc1nnnn1C | 0.0% |
| COc1cc(Cl)c(C)cc1NC(=O)c1cnc(N2CCCCC2)c2ccccc12 | 1.4% |
| Cc1ccc(NC(=O)Cn2nnc3sc4c(c3c2=O)CCC(C)C4)cc1 (centres undefined) | 0.4% |
| Cc1c(Cl)cccc1NC(=O)c1cnc2sc(N3CCCC3)nn2c1=O | 1.1% |
| COc1ccc(CNC(=O)c2cc3cc4cc(OC)ccc4nc3o2)cc1 | 1.7% |
| Cc1ccc(-c2nc3c4ccccc4n(CC(=O)N4CCN(c5ccc(F)cc5)CC4)c(=O)n3n2)cc1 | 4.2% |
| O=C(NCc1ccc(F)cc1)c1ccc2c(Cl)c3c(nc2c1)CCCC3 | -1.1% |
| CCOc1ccc(-c2nonc2NC(=O)c2oc3cc(C)c(C)cc3c2C)cc1OCC | -1.9% |
| Cc1cccc(C(=O)Nc2ccc(N3CCN(c4ccc(F)cc4)CC3)c(C(=O)O)c2)c1 | -1.3% |
| N#Cc1ccccc1Cn1cnc2nc3c(cc2c1=O)CCCC3 | 0.0% |
| CCOc1cc(C(=O)Nc2ccc(-c3cn4cccnc4n3)cc2)cc(OCC)c1OCC | ? |
| COc1ccc(C)cc1NC(=O)C(=O)NCCc1csc(-c2ccc(C)cc2)n1 | 1.4% |
| Cc1ccc(C)c(NC(=O)CCc2nc(-c3ccc(C(C)(C)C)cc3)no2)c1 | 8.2% |
| COc1ccc(CCNC(=O)CN(c2ccccc2)S(=O)(=O)N(C)C)cc1 | -0.1% |
| Cc1ccc2c(=O)cc(C(=O)Nc3nnc(CC(C)C)s3)oc2c1C | 1.9% |
| Cc1noc(C)c1S(=O)(=O)N(CC(=O)NCc1ccccc1Cl)c1ccc(C(C)C)cc1 | 3.1% |
| CCc1ccc2oc(C(=O)Nc3sc4c(c3C(=O)NC)CCCC4)cc(=O)c2c1 | 14.8% |
| Fc1ccc(Cc2cn3cc(-c4ccccc4)nc3s2)cc1 | 3.8% |
| CCCN(CCC)CCCNC(=O)c1cc2c(-c3ccc(Cl)cc3)nn(C)c2s1 | 2.4% |
| COc1ccc(C)cc1NS(=O)(=O)c1ccc2[nH]c(=O)c(=O)[nH]c2c1 | -1.8% |
| CCn1cc(C(=O)OCC(=O)Nc2cc(C)cc(C)c2)c(=O)c2ccc(C)nc21 | 0.0% |

Reprinted at random: six compounds from above, in no set order.
| compound | Epigenetic reg |
| --- | --- |
| COc1ccc(C)cc1NS(=O)(=O)c1ccc2[nH]c(=O)c(=O)[nH]c2c1 | -1.8% |
| CCn1cc(C(=O)OCC(=O)Nc2cc(C)cc(C)c2)c(=O)c2ccc(C)nc21 | 0.0% |
| Cc1ccc(C)c(NC(=O)CCc2nc(-c3ccc(C(C)(C)C)cc3)no2)c1 | 8.2% |
| COc1ccc(C)cc1NC(=O)C(=O)NCCc1csc(-c2ccc(C)cc2)n1 | 1.4% |
| COc1ccc(CCNC(=O)CN(c2ccccc2)S(=O)(=O)N(C)C)cc1 | -0.1% |
| CCc1ccc2oc(C(=O)Nc3sc4c(c3C(=O)NC)CCCC4)cc(=O)c2c1 | 14.8% |

(more compounds)
| compound | Epigenetic reg |
| --- | --- |
| O=C(Cc1cccc([N+](=O)[O-])c1)NCc1nc2cccnc2n1Cc1ccc(F)cc1 | 1.9% |
| Cc1ccc2[nH]c(C)c(CCNC(=O)c3cc4cc(Br)ccc4oc3=O)c2c1 | -0.2% |
| CCOc1ccc(-c2nnc(SCC(=O)NCc3ccc(Cl)cc3)o2)cc1 | 2.0% |
| CC(=O)C1=C(c2cccc([N+](=O)[O-])c2)N(C(C)=O)n2c(nnc2-c2ccc(C)cc2)S1 | 5.1% |
| CCOC(=O)c1ccccc1NC(=O)c1sc2ncn(Cc3cccc(F)c3)c(=O)c2c1C | -1.1% |
| CC(=O)c1ccc(NS(=O)(=O)c2ccc3[nH]c(=O)[nH]c3c2)cc1 | -3.1% |
| Cc1cccc(CNS(=O)(=O)c2csc(C(N)=O)c2)c1 | -2.2% |
| Cc1cc(C)c(NS(=O)(=O)c2ccc(-c3coc(C)n3)cc2)c(C)c1 | 0.0% |
| CCOC(=O)c1c(S(=O)(=O)NCC(=O)N(C)Cc2ccccc2)c(C)n(C)c1C | -1.3% |
| Cc1ccc(C2c3c(-c4cc(C)ccc4O)n[nH]c3C(=O)N2Cc2ccco2)cc1 (centres undefined) | 11.1% |
| Cc1cc(NC(=O)COCc2cc(-c3ccc(F)cc3)on2)ccc1Br | -1.2% |
| CC(C)c1ccc(S(=O)(=O)c2cnc(SCC(=O)Nc3cccc(C(F)(F)F)c3)nc2N)cc1 | -1.2% |
| CCOC(=O)C1(C)C=C(Nc2ccc(C(=O)O)cc2)C(=O)N1c1ccc(C(=O)O)cc1 (centres undefined) | 0.3% |
| CCOc1ccc(C(=O)c2cn(CC(=O)Nc3ccc(C)c(Cl)c3)c3ccc(OCC)cc3c2=O)cc1 | 3.1% |
| CCOc1ccc(CNC(=O)c2ccc3c(c2)nc2n3CCOC2)cc1OC | 7.3% |
| CCN(CC)c1ccc(NC(=O)Cn2nc3c(cc2=O)CCCC3)c(C)c1 | 0.8% |
| Oc1c(C(c2ccccc2F)N2CCCCC2)sc2nc(-c3ccco3)nn12 (centres undefined) | 5.0% |
| CCOc1ccc(CNC(=O)C2=Cc3cccc(OC)c3OC2)cc1 | 2.5% |
| Cc1ccc(-n2cc(-c3ccccc3)nc2S(=O)(=O)CC(=O)Nc2ccc(F)cc2)cc1 | 0.3% |
| Nc1nc(Nc2cccc(Cl)c2)sc1C(=O)c1ccc(F)cc1 | 0.0% |
| COc1c(C)cc(S(=O)(=O)NCCc2c(C)[nH]c3ccccc23)c(C)c1C | -1.1% |
| Cc1nc2ccn(Cc3cccs3)c(=O)c2cc1C(=O)NCc1ccccc1 | 0.0% |

Bioassay records deposited in PubChem by National Center for Advancing Translational Sciences (NCATS).
